PAD4 inh – PAD4 (human) enzyme inhibition; recombinant PAD4, RCA probe fluorescence polarization; Q9UM07; 330,000 tested, 0.41% active; inhibition, % at 6.36 µM;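 active means percent inhibition above a cutoff equal to the mean of all tested compounds plus 3 SD, cut at about 15% in these data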;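 further: 0% = PAD4 with RCA probe and DMSO and 100% = probe without PAD4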
Target sequence (Q9UM07 whole entry, looked up): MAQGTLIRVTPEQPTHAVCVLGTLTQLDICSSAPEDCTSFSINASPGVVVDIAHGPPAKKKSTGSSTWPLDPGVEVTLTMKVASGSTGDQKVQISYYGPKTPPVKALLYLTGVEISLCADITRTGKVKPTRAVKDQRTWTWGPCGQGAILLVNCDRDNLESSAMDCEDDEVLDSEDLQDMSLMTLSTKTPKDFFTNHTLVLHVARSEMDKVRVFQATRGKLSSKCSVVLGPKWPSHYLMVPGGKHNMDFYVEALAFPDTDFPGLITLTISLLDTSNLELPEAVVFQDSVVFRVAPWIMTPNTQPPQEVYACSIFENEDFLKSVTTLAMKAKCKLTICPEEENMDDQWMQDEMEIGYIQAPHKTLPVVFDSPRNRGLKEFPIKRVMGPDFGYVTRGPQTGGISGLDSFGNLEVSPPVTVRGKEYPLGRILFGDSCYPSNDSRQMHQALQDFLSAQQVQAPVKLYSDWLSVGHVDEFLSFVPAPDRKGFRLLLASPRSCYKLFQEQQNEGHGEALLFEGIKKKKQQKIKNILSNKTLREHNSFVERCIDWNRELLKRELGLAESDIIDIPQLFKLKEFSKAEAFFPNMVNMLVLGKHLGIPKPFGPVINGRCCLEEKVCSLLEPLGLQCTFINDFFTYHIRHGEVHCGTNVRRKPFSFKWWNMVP
EBNA-1 inh – blocks EBNA-1 binding to DNA | inhibition, % at 14.8 µM | EBNA-1 DNA binding, fluorescence polarization | 300,000 tested, 0.34% active | AID 1950; in the data active means inhibition above about 28%
LYPLA2 counter – LYPLA2 (human) inhibition in PME1 counter-screen; inhibition, % at 5.9 µM; recombinant LYPLA2, FP-Rh probe fluorescence polarization; AID 2177; 320,000 tested, 0.38% active;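 active means inhibition above the screen-wide mean plus 3 SD, limit set per campaign, cut at about 26% in these data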;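 further: 0% = LYPLA2 with DMSO and 100% = wells lacking LYPLA2 enzyme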
Target sequence (O95372 whole entry, looked up): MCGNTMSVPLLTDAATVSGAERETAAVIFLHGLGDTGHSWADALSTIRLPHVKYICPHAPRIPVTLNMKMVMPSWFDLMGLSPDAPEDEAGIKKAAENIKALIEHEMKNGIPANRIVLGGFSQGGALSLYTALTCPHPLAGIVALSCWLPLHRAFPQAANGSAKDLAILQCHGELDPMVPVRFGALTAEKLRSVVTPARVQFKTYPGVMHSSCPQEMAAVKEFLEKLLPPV
PAFAH1B3 FP inh – blocks human PAF acetylhydrolase 1B catalytic subunit 3. 340,000 tested, 0.28% active. Q15102. inhibition, % at 3.39 µM. recombinant PAFAH1B3, FP-rhodamine probe, fluorescence polarization;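 active means inhibition above the screen-wide average of all tested compounds plus 3 SD, cut at about 25% in these data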;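 further: 0% = enzyme with DMSO only and 100% = wells lacking PAFAH1B3 protein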
GSTO1 inh – blocks human GSTO1 in RBBP9 counter-screen; inhibition, % at 5.96 µM; P78417; recombinant GSTO1, activity-based probe fluorescence polarization; 300,000 tested, 1.1% active;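 active means inhibition above the campaign mean inhibition plus 3 SD, cut at about 35% in these data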;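 further: 0% = GSTO1-1 with DMSO and 100% = wells lacking GSTO1-1 enzyme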
PAFAH2 inh – inhibitors of human PAFAH2 | recombinant PAFAH2, FP-rhodamine activity probe, fluorescence polarization | inhibition, % at 3.39 µM | 340,000 tested, 0.99% active | AID 492956;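 active means inhibition above the mean over all tested compounds plus 3 SD, cut at about 30% in these data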;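 further: inhibitors block probe labeling of enzyme so polarization drops; 0% = enzyme with DMSO and 100% = wells lacking PAFAH2 protein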
PREPL inhibitor – inhibitors of human prolyl oligopeptidase-like enzyme PREPL; Q4J6C6; AID 2751; inhibition, % at 5.96 µM; 320,000 tested, 0.68% active; recombinant PREPL, fluorescence polarization activity-based probe; in the data active means inhibition above about 43%;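 further: 0% = enzyme with DMSO and 100% = wells lacking enzyme; many of its hits are not listed in these tables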
LYPLA1 inh – blocks human lysophospholipase 1, a PME1 counter-screen. O75608. recombinant LYPLA1, FP-Rh probe fluorescence polarization. inhibition, % at 5.9 µM. 320,000 tested, 0.16% active;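 active means inhibition above the mean of all tested compounds plus 3 SD, set per campaign, cut at about 14% in these data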;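 further: inhibitors block serine hydrolase probe labeling of LYPLA1 so polarization falls; 0% = enzyme with DMSO and 100% = wells lacking LYPLA1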
ZTA counter – ZTA (EBV) inhibition in EBNA-1 counter-screen | P03206 | ZTA-DNA binding, fluorescence polarization | inhibition, % at 11 µM | 320,000 tested, 0.15% active | AID 2234; in the data active means inhibition above about 33%
Starred values were filed as active, the others as inactive. These rows are one share of the data; the hit share may differ from the screen's.

`O=C(NCc1ccco1)C1CC(=O)N(CCc2ccccc2)C1` (configuration not stated) gave PAD4 inh -1, EBNA-1 inh -2, LYPLA2 counter 1, PAFAH1B3 FP inh -5, GSTO1 inh 3, PAFAH2 inh 2, PREPL inhibitor 6, LYPLA1 inh 3 and ZTA counter 3.
For CCOC(=O)CN(c1ccccn1)S(=O)(=O)c1ccccc1 the results were PAD4 inh 2, EBNA-1 inh 13, LYPLA2 counter 4, PAFAH1B3 FP inh 6, GSTO1 inh 8, PAFAH2 inh -4, PREPL inhibitor 6, LYPLA1 inh 4 and ZTA counter 3.
`COc1ccccc1NC(=O)/C(C#N)=C/C=C/c1ccco1` gave PAD4 inh -1, EBNA-1 inh -3, LYPLA2 counter 1, PAFAH1B3 FP inh 3, GSTO1 inh 6, PAFAH2 inh -6, PREPL inhibitor 1, LYPLA1 inh 0 and ZTA counter 2.
For O=C(/C=C/c1cccc(Cl)c1)OCc1cn2cc(Cl)ccc2n1 the results were PAD4 inh 4, EBNA-1 inh 0, LYPLA2 counter -5, PAFAH1B3 FP inh 3, GSTO1 inh 3, PAFAH2 inh -4, PREPL inhibitor -29, LYPLA1 inh -3 and ZTA counter -13.
Screening COCc1cc(=O)n2[nH]c(C)cc2n1 returned PAD4 inh 1, EBNA-1 inh 3, LYPLA2 counter 3, PAFAH1B3 FP inh 5, GSTO1 inh 3, PAFAH2 inh 5, PREPL inhibitor 1, LYPLA1 inh 0 and ZTA counter -8.
`O=C(CN1CCNC(=O)C1)NCCc1ccc(Cl)cc1Cl` gave PAD4 inh 4, EBNA-1 inh -6, LYPLA2 counter 1, PAFAH1B3 FP inh 7, GSTO1 inh 3, PAFAH2 inh -7, PREPL inhibitor -3, LYPLA1 inh 4 and ZTA counter -9.
O=C1c2ccccc2S(=O)(=O)c2cc(C(=O)N3CCC(N4CCCC4)CC3)ccc21 was read as PAD4 inh 4, EBNA-1 inh 4, LYPLA2 counter 6, PAFAH1B3 FP inh 4, GSTO1 inh -1, PAFAH2 inh 13, PREPL inhibitor 9, LYPLA1 inh 0 and ZTA counter -2.
C/C(CC(C)(C)c1ccccc1)=N\NS(=O)(=O)c1ccccc1 was read as PAD4 inh -3, EBNA-1 inh -8, LYPLA2 counter 1, PAFAH1B3 FP inh 9, GSTO1 inh 5, PAFAH2 inh 0, PREPL inhibitor 11, LYPLA1 inh 0 and ZTA counter -7.
Screening O=C(CSc1nnc(-c2cccnc2)o1)Nc1cccc(F)c1 returned PAD4 inh 2, EBNA-1 inh 1, LYPLA2 counter 4, PAFAH1B3 FP inh 0, GSTO1 inh -1, PAFAH2 inh 7, PREPL inhibitor -9, LYPLA1 inh 0 and ZTA counter -12.
For O=S(=O)(Nc1ccc(-c2ccc(N3CCOCC3)nn2)cc1)c1ccc(Cl)c(Cl)c1 the results were PAD4 inh -5, EBNA-1 inh -12, LYPLA2 counter 2, PAFAH1B3 FP inh 5, GSTO1 inh -2, PAFAH2 inh 1, PREPL inhibitor 10, LYPLA1 inh 1 and ZTA counter -4.
O=C(COC(=O)c1ccc2c(c1Cl)C(=O)c1ccccc1C2=O)NC1CCCCC1 was read as PAD4 inh -3, EBNA-1 inh -4, LYPLA2 counter 0, PAFAH1B3 FP inh 3, GSTO1 inh 3, PAFAH2 inh 44*, PREPL inhibitor 16, LYPLA1 inh -2 and ZTA counter -1.
Cc1[nH]c2ccc(F)cc2c1CCNC(=O)C1CCCCC1C(=O)OCC(F)(F)F (configuration not stated) was read as PAD4 inh -1, EBNA-1 inh -2, LYPLA2 counter -7, PAFAH1B3 FP inh 3, GSTO1 inh 5, PAFAH2 inh -1, PREPL inhibitor 9, LYPLA1 inh 1 and ZTA counter -4.
Cc1ccc(S(=O)(=O)N(C)CC(=O)NCCCc2ccccc2)cc1 was read as PAD4 inh 3, EBNA-1 inh -5, LYPLA2 counter -5, PAFAH1B3 FP inh 1, GSTO1 inh 0, PAFAH2 inh 8, PREPL inhibitor 4, LYPLA1 inh -3 and ZTA counter -7.
For COc1ccc(CCNC(=O)[C@@H](NC(=O)N2CCn3c2nc2ccccc23)C(C)C)cc1OC the results were PAD4 inh -7, EBNA-1 inh -9, LYPLA2 counter 8, PAFAH1B3 FP inh 12, GSTO1 inh -7, PAFAH2 inh 2, PREPL inhibitor 5, LYPLA1 inh 4 and ZTA counter -3.
Cc1ccc(S(=O)(=O)NCc2ccccc2)cc1C(=O)N1CC(C)CC(C)C1 (configuration not stated) was read as PAD4 inh 1, EBNA-1 inh 5, LYPLA2 counter 8, PAFAH1B3 FP inh 6, GSTO1 inh 6, PAFAH2 inh 3, PREPL inhibitor 4, LYPLA1 inh 2 and ZTA counter -5.
Screening Cc1cnc(C(=O)Nc2nnc(C3CC3)s2)cn1 returned PAD4 inh -4, EBNA-1 inh -6, LYPLA2 counter 8, PAFAH1B3 FP inh 7, GSTO1 inh -2, PAFAH2 inh 4, PREPL inhibitor 6, LYPLA1 inh 4 and ZTA counter -1.
For COc1ccc(Cl)cc1NC(=O)COC(=O)CCCN1C(=O)c2ccccc2C1=O the results were PAD4 inh -4, EBNA-1 inh 8, LYPLA2 counter 3, PAFAH1B3 FP inh 21, GSTO1 inh 2, PAFAH2 inh 6, PREPL inhibitor -5, LYPLA1 inh 0 and ZTA counter 18.
CCS(=O)(=O)N1CCC(C(=O)NCCCOC)CC1 was read as PAD4 inh -1, EBNA-1 inh -2, LYPLA2 counter 0, PAFAH1B3 FP inh 3, GSTO1 inh -8, PAFAH2 inh 6, PREPL inhibitor -7, LYPLA1 inh -1 and ZTA counter -4.
`CCOc1ccc(NC2c3ccccc3C(=O)N2Cc2ccco2)cc1` (configuration not stated) gave PAD4 inh 5, EBNA-1 inh 4, LYPLA2 counter 3, PAFAH1B3 FP inh 2, GSTO1 inh 7, PAFAH2 inh -7, PREPL inhibitor -2, LYPLA1 inh -3 and ZTA counter -4.
Screening Cc1ccc(NC(=O)Cn2cnc3cc([N+](=O)[O-])ccc3c2=O)cc1 returned PAD4 inh 1, EBNA-1 inh -14, LYPLA2 counter -10, PAFAH1B3 FP inh 0, GSTO1 inh -9, PAFAH2 inh -13, PREPL inhibitor 24, LYPLA1 inh -4 and ZTA counter 15.
O=C(NCc1ccccc1)c1cccc(S(=O)(=O)NCc2ccccc2)c1 was read as PAD4 inh -8, EBNA-1 inh -8, LYPLA2 counter -1, PAFAH1B3 FP inh -1, GSTO1 inh 1, PAFAH2 inh 7, PREPL inhibitor -6, LYPLA1 inh 1 and ZTA counter -17.
Cc1nc2c(ccc3nc(NC(=O)Cc4cccc5ccccc45)sc32)s1 was read as PAD4 inh -2, EBNA-1 inh -1, LYPLA2 counter -30, PAFAH1B3 FP inh -67, GSTO1 inh -24, PAFAH2 inh -63, PREPL inhibitor -12, LYPLA1 inh -13 and ZTA counter -1.
`CCCCOc1ccc(C(=O)N/C(=C/C=C/c2ccccc2)C(=O)NCCCO)cc1` gave PAD4 inh 2, EBNA-1 inh -7, LYPLA2 counter -5, PAFAH1B3 FP inh 4, GSTO1 inh 1, PAFAH2 inh -1, PREPL inhibitor -3, LYPLA1 inh -5 and ZTA counter -4.
`CSc1ncccc1C(=O)NCc1ccccc1Cl` gave PAD4 inh -1, EBNA-1 inh -2, LYPLA2 counter 17, PAFAH1B3 FP inh -1, GSTO1 inh -7, PAFAH2 inh 4, PREPL inhibitor 7, LYPLA1 inh 2 and ZTA counter -6.
COc1ccc(N/C=C/C(=C(C#N)C#N)N(C)C)cc1 was read as PAD4 inh -4, EBNA-1 inh 0, LYPLA2 counter 1, GSTO1 inh 2, PREPL inhibitor -6, LYPLA1 inh 5 and ZTA counter 12.
Screening O=C(c1ccc(Cl)cc1)c1oc2ccccc2c1CS(=O)c1ccc(Cl)cc1 (configuration not stated) returned PAD4 inh -3, EBNA-1 inh -2, LYPLA2 counter -5, PAFAH1B3 FP inh 2, GSTO1 inh -1, PAFAH2 inh -5, PREPL inhibitor 6, LYPLA1 inh -4 and ZTA counter 3.
Screening CCCc1ccc(C(=O)CCC(=O)NNC(=O)c2ccncc2)cc1 returned PAD4 inh 3, EBNA-1 inh 4, LYPLA2 counter -1, PAFAH1B3 FP inh 9, GSTO1 inh 4, PAFAH2 inh -4, PREPL inhibitor -9, LYPLA1 inh 2 and ZTA counter 3.
For COc1ccccc1C(=O)N1CCN(c2cccc(Cl)c2)CC1 the results were PAD4 inh 5, EBNA-1 inh 5, LYPLA2 counter 4, PAFAH1B3 FP inh 0, GSTO1 inh 2, PAFAH2 inh 5, PREPL inhibitor 17, LYPLA1 inh 4 and ZTA counter -5.
CC(=O)c1ccc(N(C(=O)CNC(=O)c2ccco2)C(C(=O)NC2CCCC2)c2ccncc2)cc1 (configuration not stated) was read as PAD4 inh -2, EBNA-1 inh -2, LYPLA2 counter 10, PAFAH1B3 FP inh 6, GSTO1 inh -7, PAFAH2 inh 4, PREPL inhibitor 11, LYPLA1 inh 3 and ZTA counter 0.
For COc1ccc(CN(C)C(=O)c2ccc3c(=O)n4c(nc3c2)CCC4)cc1 the results were PAD4 inh -1, EBNA-1 inh -7, LYPLA2 counter -5, PAFAH1B3 FP inh -5, GSTO1 inh 2, PAFAH2 inh 0, PREPL inhibitor 18, LYPLA1 inh -1 and ZTA counter -12.
Cc1ccc(CN(CC(=O)NCc2ccc3c(c2)OCO3)C(=O)c2csnn2)cc1 was read as PAD4 inh -2, EBNA-1 inh -28, LYPLA2 counter -4, PAFAH1B3 FP inh -6, GSTO1 inh 4, PAFAH2 inh 2, PREPL inhibitor 8, LYPLA1 inh -1 and ZTA counter 1.

Retrieved by structure from the entries so far:
Cc1nc2c(ccc3nc(NC(=O)Cc4cccc5ccccc45)sc32)s1 was read as PAD4 inh -2, EBNA-1 inh -1, LYPLA2 counter -30, PAFAH1B3 FP inh -67, GSTO1 inh -24, PAFAH2 inh -63, PREPL inhibitor -12, LYPLA1 inh -13 and ZTA counter -1.
`CSc1ncccc1C(=O)NCc1ccccc1Cl` gave PAD4 inh -1, EBNA-1 inh -2, LYPLA2 counter 17, PAFAH1B3 FP inh -1, GSTO1 inh -7, PAFAH2 inh 4, PREPL inhibitor 7, LYPLA1 inh 2 and ZTA counter -6.
CC(=O)c1ccc(N(C(=O)CNC(=O)c2ccco2)C(C(=O)NC2CCCC2)c2ccncc2)cc1 (configuration not stated) was read as PAD4 inh -2, EBNA-1 inh -2, LYPLA2 counter 10, PAFAH1B3 FP inh 6, GSTO1 inh -7, PAFAH2 inh 4, PREPL inhibitor 11, LYPLA1 inh 3 and ZTA counter 0.
Screening O=C(c1ccc(Cl)cc1)c1oc2ccccc2c1CS(=O)c1ccc(Cl)cc1 (configuration not stated) returned PAD4 inh -3, EBNA-1 inh -2, LYPLA2 counter -5, PAFAH1B3 FP inh 2, GSTO1 inh -1, PAFAH2 inh -5, PREPL inhibitor 6, LYPLA1 inh -4 and ZTA counter 3.

Assay outcomes as filed in PubChem BioAssay.
